FadD28 FP inh – blocks FadD28 binding to the bisubstrate probe; inhibition, % at 12.5 µM; AID 588549; fluorescence polarization; actives 0.22% (n = 360,000); in the data active means inhibition above about 8.5%, passing the limit was not always enough; inconclusive means no clear call, values can overlap the other calls
GDH-TPI counter – GDH-TPI coupled enzyme inhibition counter-screen; GDH-TPI coupled enzyme counterscreen, NADH absorbance; inhibition, % at 4.8 µM; actives 1.2% (n = 360,000); AID 588335;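 further: 0% = DMSO wells and 100% = wells lacking the enzyme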
CCHFV vOTU inh – blocks the CCHF virus ovarian tumor domain protease; actives 0.55% (n = 370,000); CCHFV vOTU protease, Pep-AMC fluorescence; AID 651958; inhibition, % at 11.5 µM; further: 0% = vehicle wells with enzyme and 100% = no enzyme wells
MazEF act – activators of E. coli MazEF toxin-antitoxin RNase | P0AE70 | FAM/BHQ RNA-DNA oligo cleavage fluorescence, 5 h | activation, % at 20 µM | actives 0.32% (n = 350,000); in the data active means activation above about 50%
Target sequence (P0AE70 whole entry, looked up): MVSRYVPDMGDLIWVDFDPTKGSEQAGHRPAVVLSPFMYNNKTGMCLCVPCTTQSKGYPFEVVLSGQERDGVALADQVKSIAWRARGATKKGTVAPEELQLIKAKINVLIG
Rv3671c protease – inhibits the M. tuberculosis serine protease Rv3671c; inhibition, % at 5.96 µM; actives 0.048% (n = 320,000); AID 2606; in the data active means inhibition above about 38%;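 further: extracellular domain of Rv3671c used as enzyme; 0% = enzyme with DMSO and 100% = no enzyme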
Mtb UGM inh – inhibitors of M. tuberculosis UDP-galactopyranose mutase; P9WIQ1; purified UGM, fluorescence polarization probe displacement; inhibition, % at 10 µM; actives 0.06% (n = 320,000); AID 504406; in the data active means inhibition above about 10%, passing the limit was not always enough; inconclusive means no clear call, values can overlap the other calls
Target sequence (P9WIQ1 whole entry, looked up): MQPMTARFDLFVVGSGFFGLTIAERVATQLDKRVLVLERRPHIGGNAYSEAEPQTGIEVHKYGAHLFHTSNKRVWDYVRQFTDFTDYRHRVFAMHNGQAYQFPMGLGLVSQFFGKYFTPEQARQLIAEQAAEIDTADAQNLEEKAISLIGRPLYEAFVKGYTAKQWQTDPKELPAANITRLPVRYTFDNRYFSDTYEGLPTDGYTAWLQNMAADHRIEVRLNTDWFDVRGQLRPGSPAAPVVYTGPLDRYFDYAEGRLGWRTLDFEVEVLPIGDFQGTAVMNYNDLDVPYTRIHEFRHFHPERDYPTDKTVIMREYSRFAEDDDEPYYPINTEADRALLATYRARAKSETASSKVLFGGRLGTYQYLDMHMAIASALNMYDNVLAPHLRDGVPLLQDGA
FBA Mtb inh – inhibits M. tuberculosis FBA enzyme; P9WQA3; purified M. tuberculosis FBA, fluorescence read-out; inhibition, % at 1 µM; actives 2.3% (n = 360,000); in the data active means inhibition above about 27%;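 further: 0% = vehicle and 100% = reference inhibitor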
Target sequence (P9WQA3 whole entry, looked up): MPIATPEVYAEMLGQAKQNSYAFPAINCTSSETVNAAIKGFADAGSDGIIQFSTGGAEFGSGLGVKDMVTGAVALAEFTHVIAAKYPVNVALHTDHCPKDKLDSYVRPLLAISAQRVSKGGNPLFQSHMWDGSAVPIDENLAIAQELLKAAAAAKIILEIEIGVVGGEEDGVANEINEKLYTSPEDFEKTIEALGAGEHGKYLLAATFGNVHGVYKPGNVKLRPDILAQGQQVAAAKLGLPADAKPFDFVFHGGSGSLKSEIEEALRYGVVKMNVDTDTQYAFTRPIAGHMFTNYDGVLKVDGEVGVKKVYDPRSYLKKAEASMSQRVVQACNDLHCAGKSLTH
BoNT-F LC inh – BoNT F light chain protease inhibition | Multiplex microsphere protease cleavage assay, flow cytometry | inhibition, % at 10 µM | actives 0.22% (n = 360,000); in the data active means inhibition above about 35%, passing the limit was not always enough; inconclusive means no clear call, values can overlap the other calls; further: plate controls were buffer without enzyme for full effect and enzyme alone for no effect
Mtb BioA inh – inhibitors of Mycobacterium tuberculosis BioA enzyme. actives 0.096% (n = 360,000). purified M. tuberculosis BioA enzyme, plate reader. inhibition, % at 9.99 µM; in the data active means inhibition above about 40%; inconclusive means no clear call, values can overlap the other calls
VHR inh abs – DUSP3 (human) phosphatase inhibition. P51452. recombinant VHR phosphatase, pNPP absorbance. inhibition, % at 13.3 µM. actives 0.52% (n = 290,000); in the data active means inhibition above about 50%; further: some compounds called inactive have numbers as strong as hits
Target sequence (P51452 whole entry, looked up): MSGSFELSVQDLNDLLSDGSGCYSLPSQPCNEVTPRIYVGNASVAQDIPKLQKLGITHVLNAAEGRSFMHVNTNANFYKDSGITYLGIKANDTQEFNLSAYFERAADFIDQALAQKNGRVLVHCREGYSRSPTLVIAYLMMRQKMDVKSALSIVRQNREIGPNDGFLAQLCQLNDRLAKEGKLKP
* marks the source's active call; other numbers are inactive results; ? = inconclusive; . = not tested or not shown. Unless noted, no stated cut-off is given here; in the data, active means inhibition above about 30%; inactive means the rest. Rows were taken by chance. Share with any hit: about 4.9%.

SMILES | FadD28 FP inh | GDH-TPI counter | CCHFV vOTU inh | MazEF act | Rv3671c protease | Mtb UGM inh | FBA Mtb inh | BoNT-F LC inh | Mtb BioA inh | VHR inh abs
CCn1c(/C=C2/C(=O)N(C)c3ccccc32)nc2ccccc2c1=O | -3.2 | 2 | 2 | 9 | -2 | 1.9 | -1 | -10 | 1.0 | 2
CCc1ccc(Nc2nnc(SCC(=O)c3c(N)n(C4CC4)c(=O)[nH]c3=O)s2)cc1 | -3.2 | 10 | 8 | -45 | -27 | 1.4 | -1 | -1 | -2.0 | .
O=C(COc1ccccc1[N+](=O)[O-])Nc1cc(C(=O)O)cc(C(=O)O)c1 | -4.0 | 3 | 8 | -5 | -3 | 3.1 | -2 | 2 | . | 10
CS(=O)(=O)N(CC(=O)O)c1cc(Cl)cc(Cl)c1 | -1.9 | 0 | 5 | 2 | -1 | 1.7 | 1 | ? | -1.5 | 4
COc1ccc(CNC(=O)c2sc(=O)n(Cc3ccccc3C)c2C)cc1 | -0.3 | 9 | -2 | . | . | . | 7 | -4 | -1.1 | .
C=CCn1c(NCc2ccco2)nc2ccccc21 | -1.6 | 13 | -8 | 0 | . | 1.3 | -1 | 20 | -0.7 | -11
c1ccc(-c2nnc(CN3CCN(C(c4ccccc4)c4ccccc4)CC3)o2)cc1 | -0.6 | 9 | 4 | 1 | -2 | 2.3 | 5 | -13 | 0.6 | 17
Cc1cccc(N2CCN(C(=S)c3ccc4c(c3)OCO4)CC2)c1 | 0.5 | 12 | 3 | -5 | . | . | -1 | 2 | 0.7 | .
Cc1sc(NC(=O)c2ccccc2F)c(CN2CCCCC2)c1C | 0.1 | 1 | -5 | 7 | -9 | -2.9 | -3 | 3 | . | 5
CC(c1ccc(F)cc1)n1c(Cn2ncc3ccccc3c2=O)n[nH]c1=S (stereo not drawn) | -2.5 | -2 | 6 | 8 | 3 | 4.5 | -1 | -4 | . | 8
Cc1ccc(C)c(-n2cc(CNCCCn3cccn3)c(-c3ccccc3)n2)c1 | -4.0 | -11 | 5 | 6 | 0 | -1.4 | -4 | -9 | -1.0 | 4
CC1=CC2=C(C=O)C(=O)C(C)(O)C(O)C2=CO1 (stereo not drawn) | -0.2 | 26 | 13 | 242* | . | . | 0 | 4 | -4.9 | .
COc1ccccc1CC1CC(=O)N(c2ccccc2)C1=O (stereo not drawn) | 0.7 | 15 | -8 | 2 | -1 | 0.8 | 21 | -38 | -2.3 | -10
Cc1nn(C)c(C)c1/C=C/C(=O)c1cccs1 | -3.8 | 19 | -22 | 8 | -6 | -0.1 | 5 | -7 | 12 | .
O=C(CSc1nnc(CNC(=O)c2cccs2)o1)Nc1ccc(Br)cc1 | -3.4 | 3 | 10 | 1 | 0 | -0.8 | 2 | -5 | -2.0 | 10
Cc1ccsc1C1Nc2ccccc2-c2nc3ccccc3n21 (stereo not drawn) | -3.3 | 12 | -226 | -2 | -8 | -3.0 | 178* | -4 | . | 2
CCOc1ccc(C(c2nnnn2C(C)(C)C)N2CCN(C(=O)c3ccco3)CC2)cc1 (stereo not drawn) | 1.2 | -1 | 0 | 4 | -11 | 0.3 | 0 | -36 | 2.0 | 59*
Cc1ccsc1C(=O)OCC(=O)N1CCN(c2ccccc2)CC1 | -0.3 | 10 | -3 | 8 | -6 | 3.7 | -2 | -10 | . | .
COc1ccc(OC)c(-c2csc(NC(=O)Cc3ccc(OC)c(OC)c3)n2)c1 | -1.4 | -2 | -6 | 3 | -12 | -2.0 | -1 | 12 | 7.8 | 11
Cc1c(C)c2ccc(OC(C)C(=O)N3CC[C@@]4(O)CCCC[C@H]4C3)cc2oc1=O (stereo partly drawn) | -1.0 | 16 | -42 | 7 | -7 | -0.1 | 96* | -8 | 10.0 | 8

Some of the entries so far, as a markdown table:
| SMILES | FadD28 FP inh | GDH-TPI counter | CCHFV vOTU inh | MazEF act | Rv3671c protease | Mtb UGM inh | FBA Mtb inh | BoNT-F LC inh | Mtb BioA inh | VHR inh abs |
| --- | --- | --- | --- | --- | --- | --- | --- | --- | --- | --- |
| CCn1c(/C=C2/C(=O)N(C)c3ccccc32)nc2ccccc2c1=O | -3.2 | 2 | 2 | 9 | -2 | 1.9 | -1 | -10 | 1.0 | 2 |
| CCc1ccc(Nc2nnc(SCC(=O)c3c(N)n(C4CC4)c(=O)[nH]c3=O)s2)cc1 | -3.2 | 10 | 8 | -45 | -27 | 1.4 | -1 | -1 | -2.0 | . |
| O=C(COc1ccccc1[N+](=O)[O-])Nc1cc(C(=O)O)cc(C(=O)O)c1 | -4.0 | 3 | 8 | -5 | -3 | 3.1 | -2 | 2 | . | 10 |
| CS(=O)(=O)N(CC(=O)O)c1cc(Cl)cc(Cl)c1 | -1.9 | 0 | 5 | 2 | -1 | 1.7 | 1 | ? | -1.5 | 4 |

(further entries)
SMILES | FadD28 FP inh | GDH-TPI counter | CCHFV vOTU inh | MazEF act | Rv3671c protease | Mtb UGM inh | FBA Mtb inh | BoNT-F LC inh | Mtb BioA inh | VHR inh abs
CCOc1ccccc1NC(=O)CNC(=O)N1CC(=O)Nc2ccccc21 | -0.6 | 7 | 17 | 3 | -12 | -0.9 | 7 | 4 | 0.5 | 51*
O=C(O)/C=C\c1cccc(-n2cnnn2)c1 | 1.0 | 6 | -20 | 4 | -4 | 1.7 | -2 | -2 | . | -5
O=C1C2ON(c3ccccc3)C(c3ccccc3F)C2C(=O)N1c1ccccc1 (stereo not drawn) | -0.9 | -2 | 3 | -3 | 5 | -0.9 | -4 | -1 | -2.4 | 2
COc1ccc(OC)c(NC(=O)CNC(=O)c2cccs2)c1 | 0.4 | 4 | -3 | 7 | -2 | -1.6 | -1 | 1 | 3.5 | 23
O=C(N/N=C\c1cccs1)c1ccccc1-n1cccc1 | -1.7 | 15 | 3 | 7 | 1 | -2.0 | -2 | 0 | 0.5 | 2
CN(C)C(CNC(=O)CN1C(=O)NC2(CCCC2)C1=O)c1ccccc1 (stereo not drawn) | -2.0 | 0 | -3 | -2 | -2 | 0.1 | 2 | -2 | -0.2 | .
N/C(=N\OC(=O)Nc1cccc(C(F)(F)F)c1)c1ccno1 | -2.1 | 0 | -17 | -3 | 7 | 2.0 | 0 | 5 | 1.0 | -13
CC1CCC(NC(=O)c2cc3ccccc3cc2O)CC1 (stereo not drawn) | -2.7 | -6 | 1 | -3 | -7 | 2.6 | 2 | . | -1.3 | .
c1ccc2c(c1)[nH]c1nc(SCCN3CCOCC3)nnc12 | -3.7 | 19 | 9 | 0 | 10 | -0.4 | 0 | -3 | 0.9 | 24
O=[N+]([O-])c1c2ccccc2cc2ccccc12 | -0.7 | 13 | . | 6 | -8 | 0.7 | -2 | 0 | -1.1 | .
Cc1ccc(C(=O)N2CCN(C)CC2)cc1[N+](=O)[O-] | -1.8 | 10 | -12 | 6 | 3 | -1.1 | 6 | 2 | 0.1 | -2
O=C(NCCc1c[nH]c2ccccc12)OCCCCOC(=O)NCCc1c[nH]c2ccccc12 | -3.9 | -14 | 9 | 0 | 0 | -0.4 | 1 | -5 | -0.8 | .
CCc1nccn1CCC(=O)N1CCCC(N2CCN(c3ccccc3C)CC2)C1 (stereo not drawn) | -2.5 | -1 | 3 | 11 | -3 | 2.5 | 1 | 2 | 1.7 | 24
CCOC(=O)Cc1csc(NC(=O)CSc2nnc(-c3ccc(OC)cc3)n2C)n1 | -2.2 | 2 | -7 | 1 | 4 | -1.5 | 4 | -4 | 1.3 | -8
Cc1nnc(SC(C)C(=O)Nc2ccc(Cl)cn2)n1Cc1ccccc1 (stereo not drawn) | -0.5 | 7 | 2 | -19 | 2 | -2.3 | 2 | 6 | 5.5 | 24
Cn1c(=O)c(=O)n(C)c2cc([N+](=O)[O-])c([N+](=O)[O-])cc21 | -0.2 | 11 | 9 | 8 | 7 | 0.5 | 0 | 7 | . | 18
O=C([C@H]1O[C@@H](n2ccc(=O)[nH]c2=O)[C@H](O)[C@@H]1O)N1CCC(F)(F)CC1 | -3.5 | . | 12 | . | . | . | -1 | -61 | -0.3 | .
O=c1cc(N2CCN(c3ccccc3)CC2)[nH]c(=O)n1Cc1ccc(F)cc1 | -2.3 | 2 | 5 | -7 | -4 | -0.2 | -2 | -12 | -1.7 | -12
COC(=O)c1cc(OC)c(OC)cc1NC(=S)Nc1cccc(Cl)c1 | -2.9 | 5 | 1 | -7 | -1 | -1.2 | -7 | -4 | -0.8 | 12
CC(=O)Nc1ccc(-c2nc3c(C)cccc3[nH]2)cc1 | -1.7 | 3 | -6 | 1 | -8 | 1.0 | 20 | -1 | 0.9 | -13
CCCC(C)NC(=O)c1cc(Cl)ccc1OC (stereo not drawn) | -3.0 | -5 | 11 | 0 | -3 | -1.3 | 4 | -11 | -0.1 | 23
N/C(=N\OS(=O)(=O)c1ccc(Br)cc1)c1ccncc1 | -0.7 | 4 | -5 | 3 | 9 | 0.7 | 1 | 6 | -1.5 | 14
C/C(=N\Nc1nc2ccccc2s1)c1ccc(Br)s1 | -4.1 | 1 | -3 | 1 | -4 | 0.1 | 1 | -6 | . | 17
O=C(N/N=C/c1ccncc1)C1CC1(c1ccccc1)c1ccccc1 (stereo not drawn) | -2.8 | 2 | -8 | -2 | 2 | 1.3 | 0 | 5 | . | 17
Cc1ccc(C)c(S(=O)(=O)N2CCCC2CNC(=O)C(=O)NC2CCCC2)c1 (stereo not drawn) | -0.6 | 4 | 0 | 4 | 4 | -1.8 | 1 | 0 | 0.2 | .
O=c1c(Cl)c(NCCCO)cnn1-c1nc2ccccc2[nH]1 | -2.8 | 23 | 1 | 5 | -2 | -2.9 | 4 | 13 | -0.8 | 13
O=C(COC(=O)COc1ccccc1[N+](=O)[O-])NCc1ccc2c(c1)OCO2 | -2.3 | 1 | 10 | 13 | 3 | 1.3 | -1 | -5 | 2.3 | .
CN(CC(=O)Nc1ccc(F)c(F)c1F)C(=O)c1ccc(-n2cncn2)cc1 | -4.5 | 4 | 6 | 4 | -4 | -1.5 | 2 | 1 | -3.3 | .
CC1=CC(C)(C)Nc2ccc(OC(=O)C(C)N3C(=O)c4ccccc4C3=O)cc21 (stereo not drawn) | -3.2 | 7 | -3 | 7 | -3 | 0.6 | -2 | 1 | -1.1 | 13
COc1ccc(N2CCN(C3CC(=O)NC3=O)CC2)cc1 (stereo not drawn) | 0.4 | 14 | -3 | -8 | -16 | 0.3 | -2 | -10 | -0.1 | 36
O=C(OCC(=O)C12CC3CC(CC(C3)C1)C2)c1ccccn1 | -3.0 | -2 | -3 | 2 | -2 | 1.3 | 0 | 8 | -1.8 | -9
COc1cc2c(cc1OC)C(Cc1ccccc1[N+](=O)[O-])=NCC2 | 0.1 | 9 | 13 | 3 | . | . | 1 | -3 | . | .
COC(=O)c1cc(NC(=O)c2cccnc2)ccc1N1CCOCC1 | -3.8 | 6 | 10 | -7 | 1 | 0.7 | -5 | 2 | . | 6
O=S(=O)(Nc1cccnc1Cl)c1ccc(F)cc1 | 0.2 | 14 | -3 | -1 | 1 | 7.0 | -1 | -29 | -0.3 | 22
Cc1cccc(NC(=S)NCC(c2cccnc2)N(C)C)c1 (stereo not drawn) | -1.4 | 9 | 9 | -2 | -1 | ? | 0 | -2 | . | -2
O=C(NCC1CCCO1)c1cc2ccccc2oc1=O (stereo not drawn) | -2.6 | 6 | -8 | 2 | -7 | 1.3 | 11 | 0 | . | 10
O=S(=O)(c1ccccc1F)N1CCN(CC(O)c2ccccc2)CC1 (stereo not drawn) | -3.4 | -3 | 11 | 6 | -1 | 0.5 | 1 | -3 | . | 0
O=Cc1cc2cc3c(cc2nc1Cl)OCCO3 | . | . | . | 3 | -8 | -5.5 | . | . | . | 1
O=C(NCc1ccc(C(F)(F)F)cc1)c1ccc(-c2cccnc2)c2ccoc12 | -3.6 | -4 | 25 | . | . | . | 8 | -4 | 16 | .
CCCCC(=O)Nc1ccc(C(=O)NNC(=S)NC(=O)c2ccco2)cc1 | -2.3 | 44* | -1 | 3 | 17 | 0.8 | -1 | -7 | . | 6

Assay outcomes as filed in PubChem BioAssay.
